M1 PAM parental = nonselective calcium activators in parental CHO-K1 cells, primary screen, counter-screen for M1 PAM project, cell-based, Fluo-8 calcium fluorescence, full deck, 1536-well; ATP EC20; 0% at ATP EC20, 100% at ATP max; activation, % at 3 µM; 360,000 tested, 0.02% active; AID 602247, 2012;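 active means activation above the run cutoff, the mean activation of all test compounds plus 3 SD, cut at about 40% in these data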;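 further: peak over basal fluorescence ratio in a 140 s read after ATP addition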
CHRM1 antagonist = human M1 muscarinic receptor antagonists, primary screen, CHO-K1 cells, Fluo-8 calcium fluorescence, 1536-well. Muscarinic acetylcholine receptor M1 (Homo sapiens), P11229. CHO-K1 hM1, ACh EC80 antagonist. inhibition, % at 3 µM. 360,000 tested, 1.3% active. AID 588852, 2011;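 active means percent inhibition above its own plate's cutoff, namely the mean of that plate's compound wells plus 3 SD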;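 further: peak over basal fluorescence ratio during 140 s after agonist addition; 0% = ACh EC80 plus DMSO and 100% = DMSO alone without agonist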
Target sequence (P11229 whole entry, looked up): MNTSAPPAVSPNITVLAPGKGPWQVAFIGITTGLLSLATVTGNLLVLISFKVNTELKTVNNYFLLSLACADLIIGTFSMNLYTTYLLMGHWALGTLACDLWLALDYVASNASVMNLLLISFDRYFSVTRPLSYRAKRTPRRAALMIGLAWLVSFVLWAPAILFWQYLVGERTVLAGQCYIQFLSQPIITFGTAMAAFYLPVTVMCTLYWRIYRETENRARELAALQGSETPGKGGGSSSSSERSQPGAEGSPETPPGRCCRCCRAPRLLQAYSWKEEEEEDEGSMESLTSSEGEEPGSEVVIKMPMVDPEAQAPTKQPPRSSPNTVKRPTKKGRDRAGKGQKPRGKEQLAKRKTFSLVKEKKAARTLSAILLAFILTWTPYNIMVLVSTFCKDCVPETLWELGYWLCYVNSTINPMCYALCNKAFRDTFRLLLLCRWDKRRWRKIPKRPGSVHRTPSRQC
M1 ag = human M1 muscarinic receptor agonists, primary screen, Fluo-8 calcium fluorescence, CHO-K1 cells, HTS. Muscarinic acetylcholine receptor M1 (Homo sapiens), P11229. CHO-K1 hM1, agonist mode; 0% DMSO, 100% acetylcholine EC100. activation, % at 3 µM. 360,000 tested, 0.33% active. AID 588814, 2011;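 active means activation above the run's mean compound activation plus 3 SD, cut at about 16% in these data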;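 further: peak over basal fluorescence ratio within a 140 s kinetic read after compound addition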
CHRM1 PAM = human M1 muscarinic receptor positive allosteric modulators, primary screen, CHO-K1 cells, Fluo-8 calcium fluorescence, 1536-well; CHO-K1 hM1, ACh EC20; 0% = ACh EC20, 100% = maximal ACh; 360,000 tested, 0.088% active; activation, % at 3 µM; in the data active means activation above about 19%, passing the limit was not always enough
CHO-K1 Ca antag = counter-screen for M1 antagonists: effect in parental CHO-K1 cells; ATP-induced calcium, Fluo-8 fluorescence; AID 602250; 360,000 tested, 0.6% active; inhibition, % at 3 µM;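 active means inhibition above a per-plate cutoff, the plate's mean sample inhibition plus 3 SD, cut at about 24% in these data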;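 further: 0% = DMSO plus EC80 ATP and 100% = DMSO alone without ATP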
TAAR1 antag = human TAAR1 antagonists, primary screen, Fluo-8 calcium fluorescence, CHO RD-HGA16 cells | Trace amine-associated receptor 1 (Homo sapiens), Q96RJ0 | antagonist | inhibition, % at 3 µM | 360,000 tested, 1.5% active | AID 624466, 2012;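 active means inhibition above a per-plate cutoff, the mean inhibition of test compounds on that plate plus 3 SD, cut at about 49% in these data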;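 further: 0% = DMSO plus EC80 beta-PEA response and 100% = DMSO alone without agonist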
Target sequence (Q96RJ0 whole entry, looked up): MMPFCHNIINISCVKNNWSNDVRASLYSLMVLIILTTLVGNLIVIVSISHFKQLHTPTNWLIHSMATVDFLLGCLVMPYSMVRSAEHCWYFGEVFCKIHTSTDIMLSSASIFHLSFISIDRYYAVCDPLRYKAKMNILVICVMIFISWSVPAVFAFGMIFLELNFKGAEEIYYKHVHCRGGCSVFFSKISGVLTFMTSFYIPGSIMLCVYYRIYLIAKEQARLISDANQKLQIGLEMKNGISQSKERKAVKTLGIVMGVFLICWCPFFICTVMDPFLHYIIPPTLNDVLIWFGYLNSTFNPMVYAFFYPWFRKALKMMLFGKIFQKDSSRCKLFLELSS
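Assay system: CHO-derived RD-HGA16 cells stably expressing human TAAR1 plus Gα16. Timing: 140 s kinetic read after compound, 140 s after agonist. Technique: kinetic Fluo-8 calcium fluorescence measurement. Measure: % inhibition of agonist calcium response.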
TAAR1 agonist = human TAAR1 agonists, primary screen, Fluo-8 calcium fluorescence, CHO RD-HGA16 cells; Trace amine-associated receptor 1 (Homo sapiens), Q96RJ0; vehicle wells 0%, saturating PEA agonist 100%; activation, % at 3 µM; 360,000 tested, 0.99% active; AID 624467, 2012;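 active means activation above the mean activation of all test compounds in the run plus 3 SD, cut at about 38% in these data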
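Assay system: CHO-derived RD-HGA16 cells with stable Gα16 and human TAAR1; timing: 17-24 h seeding, 75 min 37 °C dye, 30 min RT; read-out: % activation from peak over basal fluorescence ratio, DMSO-to-PEA scaled; measured by: kinetic Fluo-8 calcium fluorescence; benchmarks: low control DMSO, high control PEA (EC100); doses: 3 µM single concentration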
CHO parental Ca = ATP-evoked calcium signal inhibitors, parental CHO, primary screen, counter-screen for OX1R antagonist project, cell-based, fluorescence, Fluo-8 calcium dye. parental CHO-K1, ATP-induced calcium, Fluo-8 fluorescence. inhibition, % at 5.6 µM. 330,000 tested, 0.63% active. AID 463079, 2010;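 active means inhibition above that plate's mean sample inhibition plus 3 SD, cut at about 26% in these data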;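 further: 0% = ATP-challenged DMSO wells and 100% = DMSO wells without ATP; some compounds past the cut are filed as inactive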
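Test system: untransfected parental CHO cell line; also added: ATP stimulus; dosing: 5.6 µM, single dose; signal: calcium-sensitive Fluo-8 fluorescence; measure: percent inhibition of ATP-evoked calcium rise, normalized to controls; benchmarks: low control ATP plus DMSO, high control DMSO only; replication: one well per compound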
CHO-K1 Ca ag = counter-screen for M1 agonists: effect in parental CHO-K1 cells; Fluo-8 calcium fluorescence; scaled to maximal ATP response, vehicle zero; activation, % at 3 µM; 360,000 tested, 0.48% active; AID 602248, 2012; in the data active means activation above about 15%;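 further: untransfected CHO-K1 host cells lacking M1 receptor as counterscreen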
Active calls of the source: *; / = not tested or not shown.

SMILES | M1 PAM parental | CHRM1 antagonist | M1 ag | CHRM1 PAM | CHO-K1 Ca antag | TAAR1 antag | TAAR1 agonist | CHO parental Ca | CHO-K1 Ca ag
O=[N+]([O-])c1nn(-c2ccccc2)[n+]([O-])c1N1CCN(c2ccccc2)CC1 | 8 | -18 | -2 | 19 | -4 | 4 | -2 | -10 | -0.8
Cc1cc(N2CCCCC2)ccc1[N+](=O)[O-] | 5 | 3 | -6 | -4 | 4 | -6 | 6 | -5 | 2.4
Cc1c(C(N)=O)c(N)c(C(=O)c2ccccc2)n1-c1ccccc1 | 14 | 9 | -4 | 3 | 2 | 13 | 2 | 9 | 1.2
CCc1nnc(NC(=O)CSc2ccc(-c3ccc(C)cc3)nn2)s1 | -8 | 8 | -4 | -2 | 6 | -32 | -3 | -22 | -0.1
CC1(C)Cn2c(nnc2-c2cccc(O)c2)S1 | 12 | -5 | -6 | 1 | -10 | -14 | 7 | -1 | 0.8
Cc1ccc(CNC(=O)CCCc2cn(C)c3ccccc23)cc1 | 10 | -20 | -3 | 12 | -10 | -18 | -1 | -14 | -0.2
CCOC(=O)C(=O)N(Nc1ccccc1C)c1ccccc1C | 5 | -4 | -7 | 3 | -10 | -2 | 4 | -10 | 1.8
O=C(Nc1ccc(F)cc1)N(Cc1ccco1)Cc1cc2cc3c(cc2[nH]c1=O)OCO3 | 13 | -2 | -3 | 0 | -7 | 39 | 4 | -26 | 0.7
Cc1cc(NC(=O)c2cc(-c3ccc(C)c(C)c3)nc3ccccc23)no1 | 18 | 0 | -8 | 3 | -1 | 29 | 3 | -1 | 1.9
COC(=O)c1cc2c(cc1NC(=O)CSCCc1ccccn1)OCO2 | 11 | -6 | -3 | 5 | -3 | -22 | 5 | 0 | 0.0
O=[N+]([O-])c1ccccc1S(=O)(=O)N1CCN(C2CCN(Cc3ccccc3)CC2)CC1 | -3 | 54* | -6 | -21 | 3 | -9 | 2 | -19 | -0.3
O=[N+]([O-])c1ccc(Cl)cc1N1CCCCC1 | 14 | 6 | -1 | 5 | 0 | -3 | 2 | -5 | 0.0
COc1cccc(C(=O)COc2ccc3c(C)c(Cc4ccccc4)c(=O)oc3c2)c1 | 8 | -5 | 0 | 5 | 0 | 4 | 1 | -1 | -0.2
COc1ccc(COC(=O)C2=C(C)NC(=O)NC2c2ccc(OC)cc2)cc1 (stereo not given) | -12 | -12 | -5 | 6 | 5 | -25 | 1 | -32 | 0.7
Cc1ccc2oc(=O)c(-c3ccc(O)cc3)c(C)c2c1 | 3 | -3 | -7 | 1 | -17 | -15 | 0 | -10 | -1.6
Cc1nc2nc(SCC(=O)c3ccccc3)[nH]c2cc1Br | 12 | -13 | -5 | 9 | -4 | -6 | 0 | -12 | 0.5
Cn1c(=S)[nH]c2c(c1=O)C(C)(C)Cc1ccccc1-2 | 5 | 1 | -7 | 8 | 6 | -13 | 2 | -20 | 0.0
COc1nccnc1NS(=O)(=O)c1ccc(NC(=S)NC(=O)c2ccccc2F)cc1 | 7 | -8 | -2 | -1 | 2 | -5 | 4 | 4 | 3.0
O=C(C1CCC1)N1CCN(S(=O)(=O)c2cccc(F)c2)CC1 | -15 | -6 | -5 | 2 | 15 | -2 | 1 | -1 | -0.5
FC(F)(F)c1cnc(Oc2ccc(-c3nnco3)cc2)c(Cl)c1 | 8 | -4 | -4 | 3 | -2 | -9 | 10 | -6 | 0.2

4 compounds drawn at random from the list so far:
SMILES | M1 PAM parental | CHRM1 antagonist | M1 ag | CHRM1 PAM | CHO-K1 Ca antag | TAAR1 antag | TAAR1 agonist | CHO parental Ca | CHO-K1 Ca ag
O=C(Nc1ccc(F)cc1)N(Cc1ccco1)Cc1cc2cc3c(cc2[nH]c1=O)OCO3 | 13 | -2 | -3 | 0 | -7 | 39 | 4 | -26 | 0.7
COC(=O)c1cc2c(cc1NC(=O)CSCCc1ccccn1)OCO2 | 11 | -6 | -3 | 5 | -3 | -22 | 5 | 0 | 0.0
Cn1c(=S)[nH]c2c(c1=O)C(C)(C)Cc1ccccc1-2 | 5 | 1 | -7 | 8 | 6 | -13 | 2 | -20 | 0.0
Cc1ccc2oc(=O)c(-c3ccc(O)cc3)c(C)c2c1 | 3 | -3 | -7 | 1 | -17 | -15 | 0 | -10 | -1.6

The results go on:
SMILES | M1 PAM parental | CHRM1 antagonist | M1 ag | CHRM1 PAM | CHO-K1 Ca antag | TAAR1 antag | TAAR1 agonist | CHO parental Ca | CHO-K1 Ca ag
Cc1ccc(CNC(=O)CCCn2c(=O)c3ccccc3n(CC(=O)NCc3ccco3)c2=O)cc1 | 16 | -4 | -4 | 0 | -15 | 11 | 1 | -15 | 0.1
COC(=O)c1sccc1NC(=S)Nc1ccc(F)cc1 | 24 | -3 | -3 | 7 | -20 | 12 | 1 | 6 | 1.7
Cc1cccc(N(C(=O)c2snc(C(N)=O)c2N)C(C(=O)NC2CCCC2)c2ccc(C)o2)c1 (stereo not given) | 2 | 1 | -4 | 3 | -2 | 10 | 8 | -2 | 0.0
O=C(COc1cc(Cl)c(Cl)cc1Cl)NC(=O)Nc1ccc2c(c1)OCCO2 | 21 | -3 | -4 | 1 | -3 | -24 | 0 | -4 | 0.8
COc1ccc(CCNC(=O)C2CCC(=O)N2S(=O)(=O)c2ccc(C)cc2)cc1 (stereo not given) | 19 | -8 | -3 | 7 | -11 | -1 | 1 | -15 | 1.0
CCOC(=O)C1CCCN(C(=S)Nc2cc(C)cc(C)c2)C1 (stereo not given) | -4 | 68* | 63* | -14 | 11 | 46 | 50* | -3 | 0.1
Cc1cccc(N2CCN(C(=O)CN3C(=O)NC(C)(C4CC4)C3=O)CC2)c1C (stereo not given) | -15 | -4 | 3 | -6 | 8 | 18 | 4 | / | 0.4
COCCCN1C(=O)C(CC(=O)NC2CCCCC2)CC(C(=O)N2CCCCCC2)=C1C (stereo not given) | -4 | / | / | / | -17 | 7 | -1 | / | 0.2
O=C(Nc1ccc(N2CCCC2)cc1)c1cc2ccccc2o1 | -7 | -6 | -5 | 0 | -6 | 13 | 1 | 5 | 0.3
COc1ccc(CN2CCC(C)(Oc3ccc(C(C)=O)cc3)C2)c2ccccc12 (stereo not given) | -2 | -9 | -7 | 7 | 3 | 11 | 3 | / | -0.2
CN(CC(=O)Nc1ccc(OC(F)(F)F)cc1)C(=O)Cc1cccs1 | 11 | -5 | -2 | 10 | -6 | 11 | 2 | 3 | 1.3
CNC(=O)CCn1nc(-c2ccc(C)cc2)c2ccccc2c1=O | -13 | 3 | -4 | 3 | -9 | / | / | -7 | -0.6
COc1ccc(Cc2c(-c3cccc(Br)c3)nc3ccc(Cl)cn23)c(C)c1 | 20 | -23 | -6 | -1 | -29 | -12 | 0 | / | 0.6
CCN1CCN(Cc2ccccc2NC(=O)Nc2ccc(C)cc2)CC1 | 10 | -30 | -6 | 0 | -5 | 4 | -1 | -18 | 0.4
CN(Cc1ccccc1)C(=S)Nc1cccnc1 | 18 | 5 | -4 | -1 | -16 | -3 | 1 | 9 | 6.4
O=C(NNS(=O)(=O)c1ccc(F)cc1)c1ccccc1 | -17 | -7 | 1 | 9 | 7 | 2 | 0 | -2 | 0.3
CN(c1ccccc1)S(=O)(=O)c1ccc(C(=O)NNC(=O)c2ccccc2F)cc1 | 16 | -9 | 0 | 9 | -2 | 0 | 1 | -10 | 1.4
CCOc1ccc(/C=N/NC(=O)c2ccc(F)cc2)cc1CN1CC2CC(C1)c1cccc(=O)n1C2 (stereo not given) | 20 | -4 | -8 | 1 | -30 | 16 | 2 | -19 | 4.0
COC(=O)c1cccnc1-n1c(=O)c2cccnc2n(Cc2ccc([N+](=O)[O-])cc2)c1=O | -18 | -9 | 18* | 4 | 7 | -13 | 2 | -7 | 1.1
COC(=O)C1ON2OC(C(=O)OC)C(C(=O)OC)C2C1CC(C)=O (stereo not given) | 10 | -10 | -3 | 5 | -10 | -10 | 1 | 12 | 0.7
Cc1ccc(N(CC(=O)NCC(O)c2ccccc2)S(=O)(=O)c2ccc(C)cc2)cc1 (stereo not given) | -1 | -11 | 0 | 13 | -8 | -18 | -3 | -28 | -1.0
CCCCn1c(N)nc2ccccc21 | 26 | -19 | -7 | 12 | -26 | -4 | 11 | -7 | 4.2
COc1ccc(N2C(=O)CN(Cc3cc(OC)c(OC)c(OC)c3)C2=S)cc1 | 13 | -2 | -1 | -5 | -3 | 29 | 10 | -14 | 11
C=CCn1c(SCC(=O)Nc2ccc3c(c2)OCO3)nc2ccccc2c1=O | 14 | -2 | -9 | 3 | -25 | -6 | 18 | -19 | 2.0
COc1cc(S(=O)(=O)NCc2ccccc2Cl)ccc1-n1cnnn1 | 4 | -21 | 0 | 11 | -16 | 23 | 7 | -8 | 3.9
COc1cc(S(=O)(=O)n2cnc(C)c2)ccc1Cl | 3 | -7 | -7 | 9 | -4 | 3 | 4 | -4 | 0.4
COc1ccc(NS(=O)(=O)c2ccc(N/N=C(\C)c3ccncc3)c([N+](=O)[O-])c2)cc1 | 9 | 8 | -5 | -4 | 6 | 2 | 3 | -8 | 4.7
Cc1c(NC(=O)c2nn3c(c2Br)NC(c2ccccc2)CC3C(F)(F)F)c(=O)n(-c2ccccc2)n1C (stereo not given) | 16 | -5 | -10 | -1 | 4 | 1 | 1 | -4 | -0.2
C[C@H](CO)N1C[C@H](C)[C@@H](CN(C)S(=O)(=O)c2cccs2)Oc2c(NS(=O)(=O)c3cn(C)cn3)cccc2C1=O | -10 | 11 | -6 | -5 | -13 | -5 | 11 | -5 | 0.2
CCOc1ccc(CN2CCC(=O)NC2=O)cc1 | 16 | 0 | -6 | 0 | -5 | -14 | 14 | 0 | 1.3
CC1(C(=O)NS(=O)(=O)c2ccc(Cl)cc2)CCN1C(=O)Cc1ccsc1 (stereo not given) | 19 | -19 | -3 | 16 | -8 | -1 | 3 | / | 0.8
CSc1nc(-c2ccccc2)nn1C(=O)c1ccccc1 | 16 | -3 | -4 | 9 | 2 | -5 | 12 | 15 | 1.1
Cc1cc(C(=O)c2cnc(/N=C/N(C)C)s2)cc(C)c1O | 13 | -5 | -2 | 7 | -9 | 6 | 3 | 1 | 0.5
CCC(C)C(=O)Nn1c(C2CC2)nc2cc(OC)c(OC)cc2c1=O (stereo not given) | 10 | -14 | -3 | 11 | -6 | -4 | 1 | -5 | 1.1
CC(=O)NCCNc1nc2cc(-c3cscc3C)sc2c(=O)n1C | -2 | -2 | -3 | 2 | -4 | -12 | 1 | / | 0.9

Screening data as filed in PubChem.
